# Source: PubChem BioAssay
# MC4R antagonist – human MC4R antagonism in cAMP assay. 0.48% of 360,000 active. MC4R-expressing cells, MTII-stimulated cAMP, LANCE TR-FRET. P32245. inhibition, % at 6.5 µM. AID 540295;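 active = inhibition above its plate's cutoff, the mean of tested wells on that plate plus 3 SD, cut at about 29% in these data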;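 also: 0% = Melanotan II alone and 100% = Melanotan II plus saturating MCL0020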
#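 Assay system: human MC4R-expressing U2OS cells; reagent: Melanotan II stimulation of cells; dosing: 6.5 µM single dose; timing: compound 30 min, challenge 1 h, detection 1 h; signal: TR-FRET cAMP assay; replicates: one well per compound, no replicates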
# MC4R ag barr – activates human MC4R beta-arrestin recruitment; 0.98% of 360,000 active; activation, % at 8.9 µM; U2OS MC4R beta-arrestin complementation, luminescence; percent of melanotan II response, DMSO zero; P32245;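 active = activation above a per-plate cutoff, the mean activation of sample wells on that plate plus 3 SD, cut at about 8% in these data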
# SRC1 inh – human NCOA1 inhibition. Q15788. HEK293 GAL4-SRC1 luciferase reporter, luminescence. inhibition, % at 3.6 µM. 0.12% of 360,000 active;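 active = inhibition above the campaign mean plus 3 SD, with each screening campaign given its own cutoff, cut at about 60% in these data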;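 also: 0% = DMSO treated cells and 100% = gossypol at 36 µM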
# NCOA3 inh – inhibitors of human steroid receptor coactivator 3 (SRC3) | Q9Y6Q9 | HEK293 GAL4-SRC3 luciferase reporter, luminescence | inhibition, % at 3.6 µM | 0.17% of 360,000 active | AID 588352;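 active = inhibition above a per-campaign cutoff, the mean of all compounds plus 3 SD, cut at about 60% in these data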;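 also: 0% = DMSO-treated cells and 100% = gossypol-treated cells at 36 µM; higher means less SRC3-driven luciferase light from the GAL4 reporter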
# NR2F2 inh – NR2F2 (human) inhibition, primary screen; P24468; AID 686940; HEK293T NGFI-A luciferase reporter, luminescence; 0.7% of 370,000 active; inhibition, % at 8.6 µM;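 active = inhibition above a per-plate cutoff, mean inhibition of test wells between control levels plus 3 SD, cut at about 38% in these data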;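 also: cells cotransfected with COUP-TFII expression vector driving the NGFI-A reporter; 0% = median of COUP-TF2 test wells and 100% = reporter-only cells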
# LRH-1 inv ag – inverse agonists of human LRH-1 (NR5A2). O00482. HEK293T StAR-luciferase reporter, LRH-1 transfected, 24 h. inhibition, % at 3.6 µM. 0.13% of 360,000 active. AID 602396;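 active = inhibition above the mean inhibition of all tested compounds plus 3 SD, cut at about 73% in these data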;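 also: 0% = DMSO wells and 100% = reporter-only cells lacking LRH-1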
# LMP1 NFkB inh – Epstein-Barr LMP1 NF-kappaB reporter inhibition | LMP1-induced NF-kappaB luciferase reporter cells, luminescence | inhibition, % at 12.5 µM | 0.69% of 350,000 active; in the data active = inhibition above about 41%;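 also: 0% = neutral control wells and 100% = reference inhibitor control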
# NCOA2 inhibitor – human SRC2 (NCOA2) inhibition; HEK293 GAL4-SRC2 luciferase reporter, luminescence; AID 651957; Q15596; inhibition, % at 9 µM; 0.17% of 370,000 active;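 active = inhibition above the mean inhibition of all tested compounds plus 3 SD, set per campaign, cut at about 52% in these data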;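 also: 0% = DMSO treated cells and 100% = cells given Gossypol at 36 µM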
# TLR9-MyD88 inh – TLR9-MyD88 interaction inhibition. AID 504734. Q9NR96+Q99836. inhibition, % at 4.98 µM. 0.21% of 340,000 active. CHO BLA complementation TLR9-MyD88, CCF4 FRET ratio;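 active = inhibition above the mean over all tested compounds plus 3 SD, cut at about 21% in these data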;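 also: 0% = DMSO only wells and 100% = clavulanate BLA inhibitor control wells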
# NOD2 RIPK2 PPI – inhibitors of human NOD2-RIPK2 interaction; O43353; CHO BLA complementation NOD2-RIPK2, CCF4 ratio; inhibition, % at 4.98 µM; 0.38% of 360,000 active; in the data active = inhibition above about 21%;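 also: 0% = vehicle only and 100% = reference blocker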
# ABHD5 PLIN5 PPI – ABHD5-PLIN5 protein interaction inhibition; Split G. princeps luciferase complementation, luminescence, 4 h; inhibition, % at 4 µM; 0.78% of 360,000 active; Q00G26+Q8WTS1;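 active = inhibition above the mean inhibition across every tested compound plus 3 SD, cut at about 22% in these data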;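 also: 0% = DMSO only wells and the 100% control is not disclosed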
# Target sequence (Q00G26 whole entry, looked up): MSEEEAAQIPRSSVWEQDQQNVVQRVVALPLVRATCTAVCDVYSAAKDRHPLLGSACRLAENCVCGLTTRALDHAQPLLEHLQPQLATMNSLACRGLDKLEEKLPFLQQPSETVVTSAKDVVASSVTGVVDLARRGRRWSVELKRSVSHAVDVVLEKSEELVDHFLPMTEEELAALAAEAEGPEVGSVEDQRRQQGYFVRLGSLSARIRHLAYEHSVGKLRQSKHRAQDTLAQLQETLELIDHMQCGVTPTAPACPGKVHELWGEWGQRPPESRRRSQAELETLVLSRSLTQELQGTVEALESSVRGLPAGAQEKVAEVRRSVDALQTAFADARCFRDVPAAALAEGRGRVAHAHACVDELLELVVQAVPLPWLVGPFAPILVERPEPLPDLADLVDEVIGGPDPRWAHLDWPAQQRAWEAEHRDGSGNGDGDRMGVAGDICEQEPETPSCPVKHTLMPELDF
# Target sequence (Q8WTS1 whole entry, looked up): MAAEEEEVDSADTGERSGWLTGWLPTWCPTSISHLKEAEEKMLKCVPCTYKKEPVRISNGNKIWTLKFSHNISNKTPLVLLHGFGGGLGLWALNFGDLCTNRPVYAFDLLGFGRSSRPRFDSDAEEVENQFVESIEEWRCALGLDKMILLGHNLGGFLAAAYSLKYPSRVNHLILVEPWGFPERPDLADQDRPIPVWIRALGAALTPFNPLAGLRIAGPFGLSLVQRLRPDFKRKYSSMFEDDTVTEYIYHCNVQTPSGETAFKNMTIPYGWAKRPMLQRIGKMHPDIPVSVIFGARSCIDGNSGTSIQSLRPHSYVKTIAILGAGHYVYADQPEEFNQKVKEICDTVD
# Active calls of the source: *; . = not tested or not shown.
SMILES,MC4R antagonist,MC4R ag barr,SRC1 inh,NCOA3 inh,NR2F2 inh,LRH-1 inv ag,LMP1 NFkB inh,NCOA2 inhibitor,TLR9-MyD88 inh,NOD2 RIPK2 PPI,ABHD5 PLIN5 PPI
Cc1ccc(NC(=O)C(OC(=O)c2ccc(F)cc2)c2ccccc2)cc1Cl (stereo not given),7.2,1.9,-60.1,5.3,-14.7,-30.8,-1.9,-12.8,-0.4,-11.5,3.8
CCOC(=O)c1c(S(=O)(=O)N2CCN(c3ccc(F)cc3)CC2)c(C)n(C)c1C,4.9,-1.9,4.0,3.7,2.4,-15.5,1.4,-9.8,-0.7,4.9,1.9
COc1ccc(S(=O)(=O)N2CCC(C(=O)Nc3ccc(F)cc3)CC2)c2cccnc12,0.5,-2.3,-15.5,20.3,4.5,-15.7,6.5,-22.2,1.1,2.7,-5.8
CCCCc1cc(O)c(CCCC)c(O)c1,-26.9,-1.1,-71.8,-17.6,-27.0,-8.6,-10.8,-51.5,6.9,-4.1,-3.9
CC(=O)/C=C(\C)Nc1ccccc1O,5.7,0.4,10.4,-0.2,6.1,22.7,4.1,12.6,1.4,-9.9,1.1
Cc1ccc(NC(=O)c2c(C)noc2-c2snnc2C)cc1,11.0,0.4,17.4,8.8,-14.7,1.5,-5.6,18.6,-1.3,2.7,6.2
CCN(CCn1cccn1)C(=O)c1ccc(OC2CCN(C(=O)COC)CC2)cc1,4.8,0.2,-3.0,0.1,-2.6,13.7,-2.1,-12.1,-7.0,-1.4,-2.0
Cc1ccc(C(=O)NNC(=O)CSc2n[nH]c(-c3cccnc3)n2)cc1,-8.2,3.4,-52.8,-12.2,0.6,-12.4,3.5,6.1,-11.7,3.0,14.7
Cc1ccc(C(=O)N/N=C(\CC(C)C)c2ccccc2)cc1,0.3,-1.8,-5.9,0.7,-9.3,-47.5,-6.4,-10.6,0.7,-6.3,2.6
COCCN1C(=O)N[C@@H](c2ccccc2)[C@H](C(=O)OC)[C@H]1C,-4.4,-1.1,-0.6,-17.4,-3.0,10.1,-0.9,-10.6,-2.9,3.4,2.4
O=C(OCc1nnc(-c2ccc([N+](=O)[O-])cc2)o1)C1CCN(C(=O)c2ccc(Cl)cc2)CC1,-0.4,-0.1,-7.7,-7.4,3.4,15.5,-0.9,1.7,6.4,-3.7,0.3
O=C(NCC1CCCN1S(=O)(=O)c1ccccc1)c1cccc(Cl)c1 (stereo not given),14.0,-0.5,-17.4,9.8,21.5,1.0,8.5,9.4,-1.5,-4.6,-6.0
Cc1cc(C(=O)N/N=C/c2ccccn2)n[nH]1,5.2,-1.6,-43.5,-21.3,-19.0,-21.6,-5.1,-27.5,-3.1,-1.7,2.4
c1ccc(CC2CNc3ccccc3CN2)cc1 (stereo not given),-3.2,-2.6,-21.5,-0.2,0.6,13.2,1.9,-19.5,-3.7,-5.5,-3.6
CCOC(=O)c1c(-c2ccc(C)cc2)csc1NC(=O)CCN1CC(C)OC(C)C1 (stereo not given),8.6,-0.2,10.2,-12.3,15.8,-9.8,-0.3,-2.3,8.5,-6.1,-3.1

# 2 entries from above, with values ahead of the structure.
MC4R antagonist,MC4R ag barr,SRC1 inh,NCOA3 inh,NR2F2 inh,LRH-1 inv ag,LMP1 NFkB inh,NCOA2 inhibitor,TLR9-MyD88 inh,NOD2 RIPK2 PPI,ABHD5 PLIN5 PPI,canonical_smiles
-0.4,-0.1,-7.7,-7.4,3.4,15.5,-0.9,1.7,6.4,-3.7,0.3,O=C(OCc1nnc(-c2ccc([N+](=O)[O-])cc2)o1)C1CCN(C(=O)c2ccc(Cl)cc2)CC1
-3.2,-2.6,-21.5,-0.2,0.6,13.2,1.9,-19.5,-3.7,-5.5,-3.6,c1ccc(CC2CNc3ccccc3CN2)cc1 (stereo not given)

# (more compounds)
SMILES,MC4R antagonist,MC4R ag barr,SRC1 inh,NCOA3 inh,NR2F2 inh,LRH-1 inv ag,LMP1 NFkB inh,NCOA2 inhibitor,TLR9-MyD88 inh,NOD2 RIPK2 PPI,ABHD5 PLIN5 PPI
S=C(Nc1ccccc1)Nc1ccc(Br)cn1,-0.4,10.8*,-1.3,-6.0,-4.3,-24.4,4.9,-28.6,-3.8,2.6,-6.2
CCOC(=O)Cc1nn(C(C)C)c(=O)c2ccccc12,-4.4,2.4,-7.3,13.5,-21.2,-8.7,-3.8,-18.7,-2.9,-6.5,-3.2
O=C(N/N=C/c1c(Cl)[nH]c2ccccc12)c1ccc2c(c1)OCCO2,5.0,0.4,-35.0,-70.7,-19.2,-62.2,.,-59.0,.,-8.8,7.1
CN(C)CCNc1nc(-c2ccccc2F)c2sccc2n1,-7.7,1.4,-9.8,-5.4,-7.8,-1.6,.,-17.3,.,-23.5,1.6
CN(C)S(=O)(=O)c1cccc(NC(=O)c2ccc(COc3ccccc3)cc2)c1,11.4,1.2,3.4,15.3,63.2*,18.7,15.8,12.7,-1.4,3.6,-3.0
O=C(Nc1nccs1)c1ccccn1,-1.9,-1.0,-82.5,-54.0,-7.5,-72.0,-18.2,-24.4,-24.1,-3.7,3.6
COc1ccc(CC(=O)Nc2cccc(C(=O)Nc3ccccc3C(=O)O)c2)cc1OC,10.2,0.5,-30.5,11.4,6.6,14.6,3.1,-29.1,-9.5,-1.1,3.9
Cc1cc(C(=O)CN2C(=O)C(=O)N(C)C2=O)c(C)n1-c1cccc(S(=O)(=O)N2CCOCC2)c1,3.9,-2.7,4.0,-1.1,3.4,4.8,-1.1,-8.2,6.9,3.8,-2.1
CCc1ccc(C2CC(=O)NC(SCC(=O)OC(C)C)=C2C#N)cc1 (stereo not given),9.3,-0.6,-9.7,-13.0,-7.0,-10.3,-17.9,-14.0,7.5,-0.4,-0.8
CC(=O)NC1C(OCCOc2ccc(Cl)cc2Cl)OC(COC(C)=O)C(OC(C)=O)C1OC(C)=O (stereo not given),3.5,-1.8,-7.4,15.5,6.5,6.2,0.6,-22.1,0.8,-1.6,-0.1
CC(C)CCNC(=O)NC(=O)CSc1nnc2ccccn12,-0.5,1.2,-2.5,1.0,1.7,15.3,-3.0,19.1,-4.4,-5.5,1.3
CC(=O)Oc1ccccc1Cn1c(C)c(C(=O)NCc2cccc([N+](=O)[O-])c2)sc1=O,-3.6,-0.8,2.6,21.3,-14.3,-2.0,.,-19.4,.,-0.2,8.7
Cc1csc(NC(=O)CSC2=NCCS2)n1,-1.0,-1.1,-11.7,-0.3,-10.1,-11.2,9.0,-0.4,1.0,2.1,-4.2
Cn1c(=O)c2[nH]c(N3CCN(c4cccc(O)c4)CC3)nc2n(C)c1=O,23.8,-2.0,-18.1,5.2,-2.5,-4.8,-0.4,-17.5,-4.1,-3.0,-1.3
O=c1[nH]c(SCc2nc3ccccc3c(=O)n2-c2ccccc2C(F)(F)F)nc2ccccc12,-6.8,0.6,7.1,-6.0,17.0,-20.6,-1.4,-45.1,-19.0,-3.8,8.5

# Part of the list above, with two lines to a compound:
# Below each compound – MC4R antagonist, MC4R ag barr, SRC1 inh, NCOA3 inh, NR2F2 inh, LRH-1 inv ag, LMP1 NFkB inh, NCOA2 inhibitor, TLR9-MyD88 inh, NOD2 RIPK2 PPI, ABHD5 PLIN5 PPI
- O=C(N/N=C/c1c(Cl)[nH]c2ccccc12)c1ccc2c(c1)OCCO2
→ 5.0, 0.4, -35.0, -70.7, -19.2, -62.2, ., -59.0, ., -8.8, 7.1
- CN(C)CCNc1nc(-c2ccccc2F)c2sccc2n1
→ -7.7, 1.4, -9.8, -5.4, -7.8, -1.6, ., -17.3, ., -23.5, 1.6

# The results go on.
SMILES,MC4R antagonist,MC4R ag barr,SRC1 inh,NCOA3 inh,NR2F2 inh,LRH-1 inv ag,LMP1 NFkB inh,NCOA2 inhibitor,TLR9-MyD88 inh,NOD2 RIPK2 PPI,ABHD5 PLIN5 PPI
CCCn1c(SCC(=O)Nc2nccs2)nnc1-c1cccnc1,4.8,-2.0,7.5,8.9,13.6,8.1,-7.7,0.1,-7.8,-9.1,-0.1
O=C(Nc1cccnc1)C1CCN(S(=O)(=O)c2cccc3nonc23)CC1,4.8,1.1,8.8,0.1,-10.5,21.9,5.8,7.4,4.5,-8.0,5.8
COc1ccc(-c2nc3c(c(SCC(=O)N4CCOCC4)n2)Cc2c(CO)cnc(C)c2O3)cc1,-7.4,-2.5,-22.5,34.0,0.5,27.8,0.8,-26.2,-2.2,-10.8,4.0
O=C(Nc1ncc2c(n1)-c1ccccc1CC2)c1cccc(Cl)c1,-4.7,-1.2,0.2,-8.1,-0.8,1.3,10.4,10.9,6.9,14.8,0.4
CCCCOc1ccc(C(=O)O)cc1,5.8,1.4,-7.2,-4.5,-4.1,8.0,6.7,0.3,-4.7,-1.9,-2.9
CS(=O)(=O)N1N=C(c2cccs2)CC1c1ccc(Cl)o1 (stereo not given),-7.4,-2.5,-14.3,-22.4,-7.2,-41.7,1.3,-27.9,-0.7,-7.9,5.5
COC(=O)c1ccc(CS(=O)(=O)c2ccc(C)cc2)cc1,-7.3,-1.6,-9.1,2.8,-6.9,13.8,1.2,-47.2,2.5,2.1,-0.5
O=C(CNCC1CCCO1)Nc1ccc([N+](=O)[O-])cc1C(=O)Nc1ccccc1F (stereo not given),5.5,-3.6,-20.2,2.1,-2.8,-2.2,-1.1,-27.2,-4.7,-7.9,1.7
CCN(CC)S(=O)(=O)c1ccc(N2CCOCC2)c(NC(=O)c2ccc(NC(C)=O)cc2)c1,1.8,0.1,10.8,16.1,13.2,6.5,0.8,-7.9,-15.9,-13.0,1.6
O=C(N/N=C/c1cnc(N2CCOCC2)s1)c1ccccc1,-6.6,-0.3,-21.1,-31.8,-31.8,-70.8,-2.7,-29.0,2.0,2.4,-11.8
COc1ccc(OC)c(NC(=O)c2cc3oc4ccccc4c3cc2O)c1,17.5,0.6,0.5,-13.3,-24.9,11.6,-2.7,-2.0,7.7,-1.2,-19.5
CCC(C(=O)OCC(=O)Nc1ccc2[nH]c(=O)[nH]c2c1)c1ccccc1 (stereo not given),7.5,0.3,-32.7,-65.2,7.1,10.8,1.0,-9.7,8.4,-0.8,0.4
O=C(CN1CCN(c2ccccc2F)CC1)N1N=CCC1c1ccccc1 (stereo not given),15.9,1.3,18.3,16.0,1.4,11.7,4.3,2.3,-0.6,4.3,8.6
COc1cccc(-c2nnc(SCc3ccc(C#N)cc3)n2Cc2ccco2)c1,4.9,-2.0,1.1,23.0,2.3,-7.4,7.0,27.1,0.0,6.1,12.2
Cc1ccccc1NC(=O)Cn1c(=O)n(CC2CCCO2)c(=O)c2ccccc21 (stereo not given),6.5,0.7,2.8,11.5,7.3,5.2,-5.1,-40.9,-8.8,-2.8,4.0
CCOc1ccc(CCNC(=O)c2[nH]c(C)c(C(C)=O)c2CC)cc1OCC,12.5,-2.7,13.8,14.9,7.3,4.6,-6.2,15.4,-3.6,-3.1,-0.8
CC1CCCCN1S(=O)(=O)c1ccc2[nH]c(=O)cc(C(=O)NCCCN3CCCCCC3)c2c1 (stereo not given),-2.3,-1.6,-26.3,1.4,9.0,3.3,-1.2,0.0,-1.4,0.2,7.3

# Some of the compounds tested; the hit share may differ from the screen's.
